From PubChem
TRHR enhancer: TRH receptor (human) allosteric enhancement; P34981; TRHR cells, fluo-8 calcium fluorescence, EC20 TRH enhancement; enhancement, % at 2 µM; 360,000 compounds, 0.66% hits; AID 493056; in the data active = enhancement above about 30%; also: 0% is about no effect
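Enhancer read-out: after compound pinning and an initial kinetic agonist-mode read, an EC20 of TRH (10 nM final) was injected and fluo-8 calcium signal (Ex 480/Em 530) followed at 1 s/cycle for 100 cycles in TRHR-expressing cells.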
PI4K2A inh: PI4K2A (human) kinase inhibition; AID 1346378; Q9BTU6; 420,000 compounds, 0.13% hits; activity change, negative = inhibition, % at 76.9 µM; purified PI4K2A, ADP-Glo luminescence, 1 h; hits give low values; in the data active = activity change below about -50%; inconclusive = mostly about -30% to -49%;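 also: -100% = wells without enzyme as full effect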
Target sequence (Q9BTU6 whole entry, looked up): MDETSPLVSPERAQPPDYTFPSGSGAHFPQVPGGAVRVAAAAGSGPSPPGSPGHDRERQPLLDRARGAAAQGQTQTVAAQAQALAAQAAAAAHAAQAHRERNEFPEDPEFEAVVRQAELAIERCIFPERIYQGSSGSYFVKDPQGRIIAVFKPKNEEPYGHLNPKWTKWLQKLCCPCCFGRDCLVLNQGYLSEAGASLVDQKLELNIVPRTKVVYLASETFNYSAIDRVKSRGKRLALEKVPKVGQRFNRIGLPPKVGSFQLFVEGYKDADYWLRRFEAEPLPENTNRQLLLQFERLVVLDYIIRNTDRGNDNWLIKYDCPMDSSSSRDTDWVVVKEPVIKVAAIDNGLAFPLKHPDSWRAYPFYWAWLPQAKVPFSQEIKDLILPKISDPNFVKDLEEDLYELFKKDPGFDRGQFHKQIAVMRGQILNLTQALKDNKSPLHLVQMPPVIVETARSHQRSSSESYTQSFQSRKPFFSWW
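Compounds are screened against recombinant PI4K2A using PI as substrate and ATP, the latter dispensed at 300 microM. Reactions run one hour at ambient temperature before ADP-Glo detection; full inhibition defined by wells lacking enzyme.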
TrxR1 substrate: is turned over as a substrate by rat TrxR1; O89049; purified TrxR1 substrate turnover, NADPH consumption readout; Potency, µM (titrated, usually from 114 µM), for the others: at the top dose activity change, negative = substrate turnover; 390,000 compounds, 0.01% hits; AID 588456; also: potency is read from the fitted curve at half-maximal effect; % is scaled to controls: 0 for no effect and ±100 for the full control effect; nearly all actives have a fitted effect of over 50% in size
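Rat TrxR1, dispensed at 90 nM, was prereduced with 400 uM NADPH (final) for 5 min at ~22 deg C, then incubated with compound 15 min before 400 uM selenite. A first-read NADPH fluorescence drop versus no-compound background flagged substrates.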
D2 antag: antagonists of human D2 dopamine receptor. P14416. inhibition, % at 10 µM. 340,000 compounds, 2% hits. HEK293 TREx D2 cells, calcium flux, dopamine EC80; in the data active = inhibition above about 30%; also: 0% is about no effect
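Compounds are added to dye-loaded, induced HEK293 T-REx cells coupled to calcium release via D2; after a 3 min kinetic read an EC80 dopamine stimulus is given and fluorescence is recorded for 3 more min.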
rTrxR1 inhibitor: inhibitors of rat thioredoxin reductase 1 | Potency, µM (titrated, usually from 114 µM), without a hit: at the top dose activity change, negative = inhibition, hits mostly inhibitors | O89049 | 390,000 compounds, 1% hits | AID 588453 | recombinant rTrxR1, NADPH fluorescence consumption, selenite substrate; also: potency is read from the fitted curve at half-maximal effect; % is scaled to controls: 0 for no effect and ±100 for the full control effect; nearly all actives have a fitted effect of over 65% in size
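Rat TrxR1 (90 nM in the dispensed reagent) was pre-reduced with 400 uM NADPH for 5 min at room temperature, then incubated with compound for 15 min. After 400 uM selenite was added, NADPH fluorescence (Ex 340/Em 450 nm) was followed for 8 min.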
TRHR agonist: TRH receptor (human) agonism; P34981; TRHR cells, calcium flux fluo-8, FDSS agonist mode; activation, % at 2 µM; 360,000 compounds, 0.18% hits; AID 493084; in the data active = activation above about 30%; also: 0% is about no effect
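In this calcium-flux screen, cells bearing human TRHR are dye-loaded with fluo-8, baselined for 10 cycles, then exposed to library compounds; positive kinetic calcium responses during the agonist phase mark hits, with TRH as control.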
USP1 inh: blocks the human USP1/UAF1 deubiquitinase complex | O94782 | Potency, µM (highest dose often 57.1 µM), for the others: at the top dose activity change, negative = inhibition, hits mostly inhibitors | recombinant USP1/UAF1, Ub-Rhodamine cleavage fluorescence | 390,000 compounds, 0.23% hits; also: potency is read from the fitted curve at half-maximal effect; % is scaled to controls: 0 for no effect and ±100 for the full control effect; nearly all actives have a fitted effect of over 60% in size; inactives centre near -12
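USP1/UAF1 complex at 1 nM was preincubated with compound for 15 min at room temperature, then Ub-Rho substrate (150nM final) was added. Fluorescence (480/540 nm) was read kinetically, 6 reads every 60 seconds.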
mIDH1 inhibitor: inhibitors of human mutant IDH1 R132H. O75874. IDH1-R132H enzyme, NADPH consumption, diaphorase/resazurin fluorescence. Potency, µM (top dose mostly 76.6 µM), inactives show top-dose activity change, negative = inhibition, usual class: inhibitors. 390,000 compounds, 0.093% hits. AID 602179; also: potency is read from the fitted curve at half-maximal effect; % is scaled to controls: 0 for no effect and ±100 for the full control effect; nearly all actives have a fitted effect of over 65% in size
Target sequence (O75874 whole entry R132H, stated change not applied): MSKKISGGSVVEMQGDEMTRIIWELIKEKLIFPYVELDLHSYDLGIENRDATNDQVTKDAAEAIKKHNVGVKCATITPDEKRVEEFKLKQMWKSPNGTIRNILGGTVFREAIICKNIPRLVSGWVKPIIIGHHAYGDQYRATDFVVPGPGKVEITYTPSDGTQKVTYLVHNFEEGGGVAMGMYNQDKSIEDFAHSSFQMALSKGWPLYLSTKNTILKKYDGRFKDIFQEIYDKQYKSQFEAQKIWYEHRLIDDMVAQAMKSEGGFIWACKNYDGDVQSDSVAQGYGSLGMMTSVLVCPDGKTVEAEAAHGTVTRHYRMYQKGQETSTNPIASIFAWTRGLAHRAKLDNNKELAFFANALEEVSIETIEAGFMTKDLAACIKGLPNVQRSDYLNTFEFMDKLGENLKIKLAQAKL
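IDH1-R132H (0.5 ug/mL dispensed) in pH 7.5 Tris buffer was preincubated 30 min with compound, then given a substrate mix of 0.016 mM NADPH and 2 mM alpha-KG for 80 min at room temperature; remaining NADPH was read by diaphorase/resazurin fluorescence.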
D2 agonist: D2 dopamine receptor (human) agonism; HEK293 T-REx D2 cells, calcium flux agonist mode; activation, % at 2 µM; 340,000 compounds, 0.53% hits; AID 485358;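 active = activation over 3 SD above normal in the single-dose calcium agonist read, cut at about 30% in these data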; also: 0% is about no effect
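Agonism is scored from calcium flux in a force-coupled, inducible HEK293 cell line expressing D2, read kinetically for 180 s after compound addition against dopamine controls.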
* = called active by the depositor; ? = inconclusive; nt = not tested or not shown; [ ] = dose if it differs, or a comment. Unless noted, calls follow the shape of the dose curve; as a rule, active = well fitted inhibition curve with a large enough effect; inconclusive = small, poorly fitted or top-dose-only effect; inactive = no such curve, though single readings can be large or run the other way.

[1] CCc1ccc(-c2nc(CN3CCC(C(=O)NCc4ccco4)CC3)c(C)o2)cc1
[2] CCCC(=O)NC(=S)Nc1ccc(N2CCOCC2)c(Cl)c1
[3] COc1ccc(OC)c(NC(=O)CN2CCC(C(=O)c3ccc(C)cc3)CC2)c1
[4] Cc1cc(C)cc(-n2nnc(C(=O)NCc3ccco3)c2N)c1
[5] O=C(NC1CC1)c1ccc(Cn2c(SCc3ccccc3F)nc3cccnc32)cc1
[6] O=C(/C=C\c1cn(-c2ccccc2)nc1-c1ccccc1)Nc1nccs1
[7] O=C(Nc1ccc(C(F)(F)F)cc1)C1CCCN1S(=O)(=O)c1cccc2cccnc12 (stereo unspecified)
[8] COc1ccc(NC(=O)CC2SC(N3CCCC3)=NC2=O)cc1Cl (stereo unspecified)
[9] CN(C)c1ccc(-n2cccc2/C=C2/SC(=Nc3ccc(F)cc3)NC2=O)cc1
[10] Cc1n(N)c2ccccc2[n+]1CC(=O)c1ccccc1
assay / entry	1	2	3	4	5	6	7	8	9	10
TRHR enhancer	-1	1	-1	-3	0	-4	20	nt	-3	-4
PI4K2A inh	2	-7	2	2	-4	-2	-1	3	-1	-9
TrxR1 substrate	3%[57.1 µM]	-6%	-4%	21%[57.1 µM]	6%	71%[activator]	-12%	0%	-6%	8%[57.1 µM]
D2 antag	-7	-3	19	-17	nt	nt	-16	nt	-8	0
rTrxR1 inhibitor	-1%	?	2%	9%[57.1 µM]	-4%	7%	12%	5%	-14%	19%[57.1 µM]
TRHR agonist	-0.1	0.9	-1.6	-0.6	-1.3	-0.7	0.6	nt	0.2	0.5
USP1 inh	-8%	-16%	-11%	-15%	10%	-7%	-5%	-11%	-7%	-6%
mIDH1 inhibitor	10%	6%	4%	9%	18%	7%	2%	-6%	-9%	21%
D2 agonist	-1.9	1.1	-0.2	-0.4	1.0	nt	1.1	nt	0.5	0.5

An excerpt of these results, with values under each structure.
Each structure is followed by: TRHR enhancer	PI4K2A inh	TrxR1 substrate	D2 antag	rTrxR1 inhibitor	TRHR agonist	USP1 inh	mIDH1 inhibitor	D2 agonist
4: Cc1cc(C)cc(-n2nnc(C(=O)NCc3ccco3)c2N)c1
  -3	2	21%[57.1 µM]	-17	9%[57.1 µM]	-0.6	-15%	9%	-0.4
5: O=C(NC1CC1)c1ccc(Cn2c(SCc3ccccc3F)nc3cccnc32)cc1
  0	-4	6%	nt	-4%	-1.3	10%	18%	1.0

(list continues)
[11] Cc1ccc(NC(=O)NNS(=O)(=O)c2ccc(Br)cc2)cc1
[12] CCCOc1ccc(-c2nc(OC)c3ccccc3n2)cc1
[13] Cc1nc2ccc(CCO)cc2s1
[14] Cc1ccc(C=Nc2cccnc2N)cc1
[15] Cc1cc(N)n2nc(C)c(-c3ccccc3)c2n1
[16] COc1ccc(C(=O)N2CC3(CC(c4cccc(NC(=O)COc5ccc(Cl)cc5)c4)=NO3)C[C@@H]2C(N)=O)cc1 (stereo partly specified)
[17] COc1ccc(NC(=O)c2cccnc2N2CCCCC2)cc1
[18] CC(C)C[C@H](NC(=O)[C@H](Cc1ccccc1)n1c(=O)[nH]c2ccccc2c1=O)C(=O)N1CCC[C@H]1C(=O)O
[19] C#CCN1C=CC(=O)[C@@H](OC(=O)NCCC)[C@H]1c1ccccc1Br
[20] CCCCCC(=O)Nc1ccc(C(=O)COC(=O)CN2C(=O)NC3(CCCC3)C2=O)cc1
assay / entry	11	12	13	14	15	16	17	18	19	20
TRHR enhancer	-2	-7	3	-2	9	13	-5	1	nt	1
PI4K2A inh	-11	-1	16	1	1	5	2	6	-2	-5
TrxR1 substrate	6%	17%	6%[57.1 µM]	13%	0%	-1%	-7%	-12%	-4%	-12%
D2 antag	-4	12	4	nt	-7	6	-9	nt	nt	-1
rTrxR1 inhibitor	-3%[57.1 µM]	23%	9%[57.1 µM]	16%	4%	21%	0%	-30%	2%	-4%
TRHR agonist	1.0	1.0	0.9	13	-0.4	0.7	-0.3	-1.0	nt	0.0
USP1 inh	11%	-17%	3%	-22%	-18%	-12%	-11%	15%	-22%	-11%
mIDH1 inhibitor	4%	6%	1%	-7%	5%	5%	6%	-6%	8%[38.3 µM]	5%
D2 agonist	0.1	0.0	0.7	nt	0.0	0.0	0.4	nt	nt	0.1

[21] CC(C)CNC(=O)C1CCCN1S(=O)(=O)c1ccc(Cl)cc1 (stereo unspecified)
[22] CCOc1ccccc1/C=C(\C(=O)O)c1ccc(S(=O)(=O)N2CCCCC2)s1
[23] O=C(Nc1ccc2c(c1)OCO2)C1CCN(C(=O)CSc2ncnc3ccccc23)CC1
[24] CN(C)c1ccc(C(CNS(=O)(=O)c2cc(F)ccc2F)N2CCOCC2)cc1 (stereo unspecified)
[25] O=C(Nc1cccnc1)C1CCC(CNS(=O)(=O)c2cccc3nsnc23)CC1 (stereo unspecified)
[26] Cc1ccc(NC(=S)N2CCN(Cc3ccccc3)CC2)c(C)c1
[27] Cc1ccc(/C=N/NC(=O)Cc2c[nH]c3ccccc23)c(C)c1
[28] CCC(Sc1nc2nccnc2c(=O)n1Cc1ccc(F)cc1)C(=O)NC1CCCCC1 (stereo unspecified)
[29] COc1ccccc1CNC(=O)COC(=O)/C=C/c1cccs1
[30] CC1(C)Cc2ccccc2C(NNC(=O)c2cccnc2)=N1
assay / entry	21	22	23	24	25	26	27	28	29	30
TRHR enhancer	-17	nt	6	0	9	7	-1	15	10	-1
PI4K2A inh	5	-2	-29	0	4	1	-1	-2	-1	-3
TrxR1 substrate	0%[57.1 µM]	-3%	3%	-1%[57.1 µM]	0%	-11%	-6%	-1%	1%[57.1 µM]	-13%
D2 antag	-3	nt	-11	nt	-10	-7	3	nt	-11	nt
rTrxR1 inhibitor	-10%[57.1 µM]	-28%	5%	-9%[57.1 µM]	8%	?	-6%	8%	13%	-7%
TRHR agonist	0.2	nt	-0.5	-1.2	0.0	-1.1	0.4	0.2	0.4	0.7
USP1 inh	-4%	-14%	-20%	-1%	-14%	4%	-21%	5%	-15%	-20%
mIDH1 inhibitor	-4%	2%	0%	0%	3%	-1%	-10%	-3%	10%	6%
D2 agonist	-0.8	nt	0.3	-1.8	-0.7	-1.6	0.6	-0.7	1.1	nt

Record cards, as listed above. Order of values: TRHR enhancer	PI4K2A inh	TrxR1 substrate	D2 antag	rTrxR1 inhibitor	TRHR agonist	USP1 inh	mIDH1 inhibitor	D2 agonist
`CCCCCC(=O)Nc1ccc(C(=O)COC(=O)CN2C(=O)NC3(CCCC3)C2=O)cc1` reads 1	-5	-12%	-1	-4%	0.0	-11%	5%	0.1
`COc1ccc(NC(=O)c2cccnc2N2CCCCC2)cc1` reads -5	2	-7%	-9	0%	-0.3	-11%	6%	0.4

Next part.
[31] Cc1ccc(NC(=S)NCCCN2CCOCC2)cc1
[32] CCOC(=O)C1CCN(CC(=O)Nc2ccc(S(=O)(=O)N3CCC(C)CC3)cc2)CC1
[33] Cc1ccc(C(=O)N/C(=C\c2ccco2)C(=O)NCCN2CCOCC2)cc1
[34] COc1cnc(SC(C)C)[nH]c1=O
[35] COc1cccc(N=Nc2c(N)[nH][nH]c2=O)c1
[36] Cc1cc(NC(=O)c2ccc(S(=O)(=O)N3CCOCC3)cc2)no1
[37] CCC(=O)Nc1ccc(C(=O)N/N=C/c2cc(Br)c(OC)cc2OC)cc1
[38] Cc1ccc(NC(=O)CSc2nnc(NC(=O)c3ccco3)s2)cc1
[39] Cc1ccc2[nH]c(CSc3ccccc3)cc(=O)c2c1
[40] CCOC(=O)C1CCCN(C(=O)c2cc3ncc(Br)cn3n2)C1 (stereo unspecified)
[41] O=C(N/C(=C\c1cccc(Br)c1)C(=O)N1CCOCC1)c1ccco1
assay / entry	31	32	33	34	35	36	37	38	39	40	41
TRHR enhancer	7	0	15	5	5	0	0	21	2	5	8
PI4K2A inh	-14	-1	3	0	-8	0	4	-2	9	1	3
TrxR1 substrate	-6%	-5%	-6%	-21%[11.4 µM]	-22%	5%	12%[57.1 µM]	-1%	-2%	-1%[57.1 µM]	2%[57.1 µM]
D2 antag	-5	22	-16	9	14	-3	0	11	-5	-16	-13
rTrxR1 inhibitor	-20%	15%	-2%	26%[11.4 µM]	-27%	24%[57.1 µM]	13%[57.1 µM]	14%	18%	9%[57.1 µM]	7%[57.1 µM]
TRHR agonist	0.0	0.3	0.2	0.7	-0.6	-0.1	-0.5	0.0	-0.2	0.3	2.1
USP1 inh	-17%	1%	-8%	-6%	-11%	-5%	-10%	-16%	-14%	-15%	?
mIDH1 inhibitor	0%	4%	0%	9%	2%	17%	2%	7%	-8%	-5%	-4%
D2 agonist	0.9	14	-0.3	-0.1	0.1	-0.2	-0.8	-0.8	-0.4	-0.7	0.4
